# NOD2 RIPK2 PPI = NOD2-RIPK2 binding disruptors in cells, primary screen, fluorescence, CHO cells, BLA complementation | inhibition, % at 4.98 µM | AID 624267, 2012 | CCF4 ratio | 360,000 tested, 0.38% active; in the data active = inhibition above about 21%;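 note: 0% = vehicle only and 100% = reference blocker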
# H9c2 protect = cardioprotection against H2O2-induced cell death, primary screen, uHTS, H9c2 cells, ATPLite luminescence; 360,000 tested, 0.63% active; protection from H2O2 cell death, % at 20 µM; H9c2 cardiomyocytes, H2O2 injury protection, 2 h;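 active = compounds giving at least 50% protection of heart cells from peroxide-induced death in the single-dose screen, raw or plate-pattern-corrected value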;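 note: 0% = DMSO wells with peroxide and 100% = DMSO wells without peroxide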
# TLR9-MyD88 block = inhibitors of TLR9-MyD88 association in cells, primary screen, cell-based, CHO, BLA complementation, fluorescence. CCF4 FRET ratio. AID 504734, 2011. Toll-like receptor 9 (Homo sapiens) + Myeloid differentiation primary response protein …. inhibition, % at 4.98 µM. 340,000 tested, 0.21% active;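 active = inhibition above the mean over all tested compounds plus 3 SD, cut at about 21% in these data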;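 note: 0% = DMSO only wells and 100% = clavulanate BLA inhibitor control wells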
# SRC2 inh = inhibition of GAL4-SRC2 driven luciferase reporter, primary screen, SRC2 inhibitor project, cell-based, luminescence | HEK293 GAL4-SRC2 luciferase reporter | inhibition, % at 9 µM | AID 651957, 2012 | 370,000 tested, 0.17% active | Nuclear receptor coactivator 2 (Homo sapiens), Q15596;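 active = inhibition above the mean inhibition of all tested compounds plus 3 SD, set per campaign, cut at about 52% in these data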;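 note: 0% = DMSO treated cells and 100% = cells given Gossypol at 36 µM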
# ABCB6 inh MLPCN = ABCB6 transporter inhibitors, primary screen, K562-ABCB6 cells, flow cytometry, MLPCN library; 360,000 tested, 0.19% active; ATP-binding cassette sub-family B member 6 (Homo sapiens), Q9NP58; K562-ABCB6 porphyrin accumulation, 1 h; active compounds read low; fluorescence ratio to DMSO, % at 10 µM;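 active = fluorescence ratio to DMSO below 75%, the collection mean minus 3 SD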;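 note: signal is porphyrin accumulated inside mitochondria; 100% equals median channel fluorescence of DMSO control wells; lower ratio means ABCB6 inhibition with less porphyrin fluorescence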
# N-glyco inh = increase of ERlucT glycosylation luciferase signal, primary screen, N-linked glycosylation inhibitor project, D54 ERlucT cells, luminescence, set 2; D54 ERlucT glycosylation luciferase reporter, 24 h; percent of 100 nM tunicamycin response; AID 588692, 2011; reporter increase, % at 12.5 µM; 360,000 tested, 0.23% active;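 active = mean luciferase reporter signal, scaled so untreated is 0 and the glycosylation-blocking control 100, at or above a set limit in every replicate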;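 note: luciferase carries N-glycosylation sites so blocking glycosylation raises the light; 0% = median of neutral control wells and 100% = median of 100 nM tunicamycin wells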
# MC4R antagonist = MC4R antagonists of cAMP signaling, primary screen, cell-based, TR-FRET, antagonist arm of biased-ligand search | inhibition, % at 6.5 µM | AID 540295, 2011 | 360,000 tested, 0.48% active | MC4R-expressing cells, MTII-stimulated cAMP, LANCE TR-FRET;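 active = inhibition above its plate's cutoff, the mean of tested wells on that plate plus 3 SD, cut at about 29% in these data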;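 note: 0% = Melanotan II alone and 100% = Melanotan II plus saturating MCL0020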
# Target sequence (P32245 whole entry, looked up): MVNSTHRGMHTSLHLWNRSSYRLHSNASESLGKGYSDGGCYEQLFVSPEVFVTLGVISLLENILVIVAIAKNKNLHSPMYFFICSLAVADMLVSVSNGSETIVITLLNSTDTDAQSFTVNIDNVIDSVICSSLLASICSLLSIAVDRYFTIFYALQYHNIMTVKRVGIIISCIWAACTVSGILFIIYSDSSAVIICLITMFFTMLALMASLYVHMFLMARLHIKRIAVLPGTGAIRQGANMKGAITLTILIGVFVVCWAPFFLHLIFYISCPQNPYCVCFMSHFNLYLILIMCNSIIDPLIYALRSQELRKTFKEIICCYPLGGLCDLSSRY
#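 Assay system: U2OS cells stably expressing human melanocortin 4 receptor (MC4R) / Dosing: 6.5 µM / Timing: compound 30 min, challenge 1 h, detection 1 h / Measured by: Eu-cAMP/anti-cAMP TR-FRET, emission 671 nm / Replicates: singlicate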
# MC4R ag barr = MC4R agonists recruiting beta-arrestin, primary screen, cell-based, luminescence, agonist arm of biased-ligand search. Melanocortin receptor 4 (Homo sapiens), P32245. U2OS MC4R beta-arrestin complementation; percent of melanotan II response, DMSO zero. activation, % at 8.9 µM. 360,000 tested, 0.98% active. AID 540308, 2011;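 active = activation above a per-plate cutoff, the mean activation of sample wells on that plate plus 3 SD, cut at about 8% in these data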
# ABHD5 PLIN5 PPI = ABHD5-PLIN5 interaction inhibitors, primary screen, cell lysate, split luciferase complementation, luminescence. Perilipin-5 (Homo sapiens) + 1-acylglycerol-3-phosphate O-acyltransferase ABHD5 (Homo …. Split G. princeps luciferase complementation, 4 h. inhibition, % at 4 µM. 360,000 tested, 0.78% active;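 active = inhibition above the mean inhibition across every tested compound plus 3 SD, cut at about 22% in these data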;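 note: 0% = DMSO only wells and the 100% control is not disclosed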
# m5-HT2A agonist = mouse Htr2a agonists via beta-arrestin recruitment, primary screen, cell-based, luminescence. 5-hydroxytryptamine receptor 2A (Mus musculus), P35363. CHO-K1 mHTR2A beta-arrestin complementation; percent of 30 µM serotonin response. activation, % at 7.6 µM. 360,000 tested, 0.66% active. AID 624169, 2012;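 active = activation above a run cutoff, the mean activation of all tested compounds plus 3 SD, cut at about 14% in these data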;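 note: 0% = plate median of compound wells and 100% = 30 µM serotonin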
# Target sequence (P35363 whole entry, looked up): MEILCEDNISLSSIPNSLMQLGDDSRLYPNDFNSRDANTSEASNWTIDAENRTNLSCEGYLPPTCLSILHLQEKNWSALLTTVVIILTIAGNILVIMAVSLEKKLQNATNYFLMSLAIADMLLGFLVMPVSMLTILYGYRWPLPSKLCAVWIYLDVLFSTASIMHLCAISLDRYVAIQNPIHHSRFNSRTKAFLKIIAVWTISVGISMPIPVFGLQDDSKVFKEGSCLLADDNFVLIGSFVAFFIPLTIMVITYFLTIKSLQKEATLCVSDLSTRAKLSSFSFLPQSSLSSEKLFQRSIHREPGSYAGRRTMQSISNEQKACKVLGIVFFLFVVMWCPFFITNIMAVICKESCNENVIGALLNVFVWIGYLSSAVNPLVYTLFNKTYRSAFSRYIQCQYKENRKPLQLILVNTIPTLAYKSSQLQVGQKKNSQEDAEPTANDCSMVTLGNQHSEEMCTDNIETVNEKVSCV
# Starred values were filed as active, the others as inactive; / = not tested or not shown.
SMILES	NOD2 RIPK2 PPI	H9c2 protect	TLR9-MyD88 block	SRC2 inh	ABCB6 inh MLPCN	N-glyco inh	MC4R antagonist	MC4R ag barr	ABHD5 PLIN5 PPI	m5-HT2A agonist
Cc1ccc2nc3c(cc(S(=O)(=O)c4ccccc4)c(=N)n3Cc3ccco3)c(=O)n2c1	-5	21	-6	-29	90	-2	4	-0.4	12	-5
CC(C(=O)Nc1ccccc1Br)N1c2cccc3cccc(c23)S1(=O)=O (configuration not stated)	1	-8	-9	-5	98	-1	0	-2.0	-8	-9
O=C(CCNS(=O)(=O)c1ccc(Br)cc1)NCC1CCCO1 (configuration not stated)	-6	2	-7	12	99	1	0	-1.8	-9	-5
O=C1CSC(c2ccccc2F)N1CCN1CCCCC1 (configuration not stated)	-13	0	-7	9	101	2	-1	-1.4	3	0
CCOC(=O)C1=C(C)NC(C)=C(C(=O)OCC)C1C(=O)OCC(=O)NCc1ccc(F)cc1	4	31	8	-23	94	0	17	-0.6	-4	-9
CC(C)c1cc(-c2cc(C(=O)NCc3ccccc3)on2)nc(NC2CCCC2)n1	-2	-12	-5	3	95	-2	5	-1.3	-16	-6
CCCC(=O)Nc1c(-c2ccccc2Cl)c(=O)c2ccccc2n1C	2	5	1	-1	100	1	4	-1.4	7	3
O=C(N/N=C/c1ccccc1)c1ccc2c(c1)OCO2	1	-19	-4	-23	97	-10	6	-2.1	-7	-4
CC(=O)Nc1ccccc1NC(=O)c1ccc2c(c1)OCO2	-6	9	0	-1	78	3	3	0.6	0	4
Cc1ccc(S(=O)(=O)NCC(=O)OCC(=O)Nc2ccc3c(c2)OCCO3)cc1	10	3	7	4	98	-2	16	0.4	8	-4
C=CCOC(=O)c1ccc(-n2cncn2)nc1	-8	-6	0	-13	146	-1	0	-0.3	-5	0
CCCC(=O)N1CCC1(C)C(=O)Nc1ncc(C(=O)OC)s1 (configuration not stated)	-13	1	/	5	98	4	-3	-0.8	4	1
CC(C)OCCCNC(=O)CN1C(=O)/C(=C/c2ccccc2F)Oc2ccccc21	-2	-9	7	-24	95	-4	3	-1.9	-7	-6
COc1cccc(CNC(=O)CCC2CCCN(C(=O)c3ccoc3C)C2)c1 (configuration not stated)	-6	3	2	2	84	2	9	-1.5	-3	-4
C[C@@H]1CN([C@@H](C)CO)C(=O)c2cc(Br)cnc2O[C@H]1CN(C)C(=O)c1cccc(F)c1	-6	0	1	-12	101	3	7	-1.2	8	2
CCN(CC)C(=O)COC(=O)C1=NN(c2cc(C)ccc2C)C(=O)CC1	17	-1	1	-5	98	6	-3	-0.5	-5	-7
Cc1cccc(OCc2nc(C#N)c(N3CC(C)CC(C)C3)o2)c1 (configuration not stated)	-14	-39	-3	-27	99	-1	9	-0.5	-2	-3
COc1cc(/C=C2/C(=N)N3N=C(CC(=O)N4CCOCC4)SC3=NC2=O)ccc1OCc1ccccc1F	5	-3	-1	/	101	4	2	-2.3	3	-1
COc1ccc(NS(=O)(=O)c2cccc(C(=O)NNC(=O)c3ccc(NC(C)=O)cc3)c2)cc1	2	2	-3	-28	101	1	8	-4.2	-2	-6
OCCCNc1ncnc2c1ncn2[C@H]1CN(Cc2ccco2)C[C@@H](CO)O1	-25	-4	/	-10	97	4	3	1.2	8	-4
COCCNc1nc(NCCOc2ccccc2Cl)c2sccc2n1	-6	-13	/	8	96	-2	-1	-1.4	9	-6
CC(C)CN(C(=O)CSc1ncnc2sccc12)C1CCS(=O)(=O)C1 (configuration not stated)	-3	11	-2	21	105	0	0	-1.0	3	-5
COC(=O)c1ccc(NC(=O)CSc2nc3cccnc3n2C)cc1	3	-20	3	12	94	0	0	0.6	-4	0
CC1(C)CC(=O)C(C=NCCN2CCNC2=O)=C(O)C1	-6	-5	-3	16	105	-1	3	-0.4	-3	4
CCc1ccc(NC(=O)Cn2nc(C)n3cccc3c2=O)cc1	-7	12	-8	-12	100	0	17	-2.5	3	4
Cc1nc(-c2ccc(Cl)cc2)sc1C1(C)CC(c2ccc(C#N)cc2)=NO1 (configuration not stated)	-2	-10	0	-14	98	2	9	0.6	-10	-2
O=C(O)C1CC=CCC1C(=O)Nc1ccccc1C(=O)N1CCN(c2ccc(Cl)cc2)CC1 (configuration not stated)	0	0	/	1	96	2	4	-1.4	-2	-1
Nc1nonc1-n1nnc(C(=O)N/N=C/c2cccs2)c1CSc1ccccc1	-16	2	-1	0	95	1	1	-0.2	-1	-3
CC(=O)C1=C(O)CC(c2ccccc2)CC1=NCCc1c(C)[nH]c2ccccc12 (configuration not stated)	1	18	-4	2	94	2	5	-0.5	-5	-3
Cc1cccc(N=C2C(=O)Nc3c(Cl)cccc32)c1	-5	2	8	-29	93	1	8	-0.7	-11	-1
CC[C@]12C(=O)N(C)C[C@H]([C@@H]3C(=O)N(Cc4ccccc4)C(=O)[C@@H]31)N2C(=O)c1ccc(Br)cc1	8	0	2	5	105	3	2	1.9	14	-11
COc1ccc(C(=O)CC(=O)O)c2c1C=CC(C)(C)O2	-2	-1	0	0	97	1	0	-1.7	-3	-5
Cc1ccc(-n2c(SCC(=O)Nc3ccc(Cl)cc3)nc(O)cc2=O)cc1	7	0	-6	11	97	3	2	-1.8	5	-3
Cc1cc(OCC(=O)NCCCN2CCOCC2)cc(C)c1Cl	0	7	0	-7	92	3	5	-0.6	3	2
O=C(Nc1cccc(-n2cnnn2)c1)C1CCCN(Cc2cccc(C(F)(F)F)c2)C1 (configuration not stated)	7	-17	-2	7	105	-2	12	0.7	4	-9
COc1ccc(/C=C2/SC(=O)N(CCCCCC(=O)Nc3ccccc3C(=O)O)C2=S)cc1	-4	-3	-1	58*	103	3	6	-0.5	-3	-2
COc1ccc(CNCCS(=O)(=O)NN2CCOCC2)cc1	3	9	3	-8	99	2	3	-2.1	-25	5
Cc1ccc(N(C)S(=O)(=O)c2cccc(C(=O)NC3=NCCS3)c2)cc1	8	-14	-1	-4	96	1	-1	0.3	2	-6
Cc1noc(C)c1C(=O)NCC1COc2ccccc2O1 (configuration not stated)	-21	12	-1	-5	95	-1	-5	-2.1	12	8
COC(=O)c1ccc(NC(=O)CCc2nnc3ccc(NCc4ccco4)nn23)cc1	-7	2	-7	4	100	-1	-9	1.9	57*	3
C=CCn1c(=O)/c(=C/c2ccc(O)cc2)s/c1=C(/C#N)c1nnc2n1CCCCC2	5	5	2	-12	103	1	-33	-0.4	-6	-1
COc1ccc(C(C(=O)NC(C)(C)C)N(C(=O)CCC(=O)Nc2ccccn2)C2CCCCC2)cc1 (configuration not stated)	-7	-6	2	22	96	-1	16	0.3	1	-3
Cc1ccnc(NS(=O)(=O)c2ccc(NS(=O)(=O)c3ccccc3)cc2)n1	-7	-12	-4	4	102	1	-2	0.3	6	5
COc1ccc(NC(=O)C(c2ccc(C#N)cc2)n2c(=O)c(-c3ccco3)nc3ccccc32)cc1 (configuration not stated)	3	/	/	-17	/	/	/	/	24*	-1
O=C(c1ccc(F)cc1)N1CCC(C(=O)N2CCN(c3ncccn3)CC2)CC1	-12	7	-19	6	92	0	1	0.6	-2	1
COc1ccc(N2CCN(C(=O)CCCC3=NS(=O)(=O)c4ccccc4N3)CC2)cc1	2	1	0	-17	100	1	-2	0.5	-1	2
O=C(O)c1cccc(N2C(=O)c3cc4cccc(Br)c4cc3C2=O)c1	0	13	2	0	95	2	11	-1.3	-1	1
Cc1ccc(NC(=O)c2ccc(CSc3nnnn3C)cc2)cc1	0	-13	-5	-61	101	-5	4	-1.6	2	-1
N#CCCn1cc(C(=O)O)c(-c2cccs2)n1	-9	8	3	4	100	0	10	-1.4	4	2
CC(C)CCNC(=O)CCn1nc(-c2ccccc2)ccc1=O	-5	8	-4	-7	101	3	7	-0.2	4	0
O=C(c1cc2cc(Cl)ccc2[nH]1)N1CCN(c2ccccc2F)CC1	-9	-2	2	-10	95	2	6	4.6	12	-1
O=C(O)C1CCCCC1C(=O)Nc1ccc2c(c1)CCC2 (configuration not stated)	-5	15	0	-26	101	2	1	-2.3	-3	4
CCCC(=O)N(CCN1CCOCC1)c1nc2ccc(OCC)cc2s1	5	10	11	8	99	0	11	-3.8	5	5
O=C(NC1(C(F)(F)F)NC(=O)N(Cc2ccco2)C1=O)c1cccs1 (configuration not stated)	-11	9	10	-17	92	0	6	-2.2	5	-4
COc1cccc(-c2nc(CS(=O)CC(=O)NCc3ccccc3)c(C)o2)c1 (configuration not stated)	-4	-1	2	12	97	1	16	-0.5	7	-2
Cc1cc(C)c(NC(=O)COC(=O)C2CCC(=O)N2)c(C)c1 (configuration not stated)	-14	4	-13	12	102	3	-1	-1.4	9	5
CC(=O)OCC(=O)C1(O)CCC2C3CCC4=CC(=O)CCC4(C)C3C(O)CC21C (configuration not stated)	-13	1	-6	-17	97	0	-2	0.5	5	-3
C=CC[C@@H](Cc1ccc(F)cc1)C(=O)OC[C@@H]1CCCN1C(=O)[C@H](CC=C)CC(=O)N[C@H](CO)Cc1ccccc1	3	2	-6	16	101	-1	5	3.7	-4	-2
O=C(Nn1c(-c2ccncc2)nc2ccccc2c1=O)c1ccc(Br)cc1	-1	7	1	0	100	1	4	-1.5	-1	4
COc1ccc(C(=O)C(C)OC(=O)CN2C(=O)c3ccccc3C2=O)cc1 (configuration not stated)	-6	-2	-2	-16	94	-1	4	-0.9	10	10
COc1ccc(NCC(O)Cn2c(C)c(C)c3ccccc32)cc1 (configuration not stated)	11	-9	-10	16	94	4	1	-0.3	2	4
O=[N+]([O-])c1ccc(C[n+]2ccccc2)cc1	-7	5	-11	14	94	1	-3	-1.0	-2	5

# Compound activity: PubChem BioAssay, several laboratories

# These rows are one share of the data; the hit share may differ from the screen's.
